HIV Rev-RRE inh: disrupts HIV-1 Rev binding to RRE RNA; P05866; Rev peptide-RRE RNA binding, FRET; inhibition, % at 8 µM; 0.79% of 97,000 active; AID 704;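 active = inhibition above the screen-wide mean plus 3 SD, cut at about 35% in these data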;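 also: 0% = median DMSO wells and 100% = median Neomycin B control wells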
Target sequence (P05866 whole entry, looked up): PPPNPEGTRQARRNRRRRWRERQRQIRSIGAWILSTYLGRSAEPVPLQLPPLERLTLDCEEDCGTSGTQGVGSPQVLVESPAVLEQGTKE
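Assay system: Rev peptide and RRE RNA, both fluorescently labelled; times: 5 min preincubation and 15 min binding, 25 °C; detection: FRET, ex 480 nm, em 540 and 671 nm; read-out basis: % inhibition from 671/540 nm acceptor-to-donor ratio, scaled between controls; benchmarks: DMSO low control, neomycin B high control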
PTPN22 act: LYP (human) phosphatase activation; Q9Y2R2; recombinant LYP, DiFMUP fluorescence; 0 = plate median, 100 = signal doubled; 0.11% of 96,000 active; activation, % at 2 µM; AID 697;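 active = activation at 2 µM above a set limit, the mean plus 5 SD, cut at about 37% in these data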
PostGolgi yeast: growth inhibition of a yeast mutant, post-Golgi transport screen; post-Golgi transport phenotypic cell assay; inhibition, % at 10 µM; 0.9% of 98,000 active;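 also: yeast cells grown in 1536-well plates; yeast grown about 18 h at 30C before absorbance read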
S1P2 blocker: antagonists of human S1P2 receptor | O95136 | cell-based S1P2 antagonist assay, inhibition at 5 uM | inhibition, % at 5 µM | 0.21% of 97,000 active; in the data active = inhibition above about 45%;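 also: CRE beta-lactamase reporter cells expressing human S1P2 stimulated with S1P; 0% = agonist at EC80 alone and 100% = agonist plus reference antagonist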
PostGolgi ctrl: inhibits growth of the yeast control strain; inhibition, % at 10 µM; 5% of 98,000 active; AID 738; efflux-deficient yeast background strain, growth absorbance A615, 16 h
EphB4 antag: blocks human EphB4 binding to ephrin-B2. EphB4 LBD / TNYL-RAW-Alexa532 peptide, fluorescence polarization. inhibition, % at 7 µM. P54760. AID 720. 0.15% of 97,000 active;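 active = inhibition above the screen-wide mean inhibition plus 3 SD, cut at about 15% in these data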;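 also: 0% = DMSO wells and 100% = excess unlabeled TNYL-RAW peptide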
Target sequence (P54760 whole entry, looked up, the tested form may be a part): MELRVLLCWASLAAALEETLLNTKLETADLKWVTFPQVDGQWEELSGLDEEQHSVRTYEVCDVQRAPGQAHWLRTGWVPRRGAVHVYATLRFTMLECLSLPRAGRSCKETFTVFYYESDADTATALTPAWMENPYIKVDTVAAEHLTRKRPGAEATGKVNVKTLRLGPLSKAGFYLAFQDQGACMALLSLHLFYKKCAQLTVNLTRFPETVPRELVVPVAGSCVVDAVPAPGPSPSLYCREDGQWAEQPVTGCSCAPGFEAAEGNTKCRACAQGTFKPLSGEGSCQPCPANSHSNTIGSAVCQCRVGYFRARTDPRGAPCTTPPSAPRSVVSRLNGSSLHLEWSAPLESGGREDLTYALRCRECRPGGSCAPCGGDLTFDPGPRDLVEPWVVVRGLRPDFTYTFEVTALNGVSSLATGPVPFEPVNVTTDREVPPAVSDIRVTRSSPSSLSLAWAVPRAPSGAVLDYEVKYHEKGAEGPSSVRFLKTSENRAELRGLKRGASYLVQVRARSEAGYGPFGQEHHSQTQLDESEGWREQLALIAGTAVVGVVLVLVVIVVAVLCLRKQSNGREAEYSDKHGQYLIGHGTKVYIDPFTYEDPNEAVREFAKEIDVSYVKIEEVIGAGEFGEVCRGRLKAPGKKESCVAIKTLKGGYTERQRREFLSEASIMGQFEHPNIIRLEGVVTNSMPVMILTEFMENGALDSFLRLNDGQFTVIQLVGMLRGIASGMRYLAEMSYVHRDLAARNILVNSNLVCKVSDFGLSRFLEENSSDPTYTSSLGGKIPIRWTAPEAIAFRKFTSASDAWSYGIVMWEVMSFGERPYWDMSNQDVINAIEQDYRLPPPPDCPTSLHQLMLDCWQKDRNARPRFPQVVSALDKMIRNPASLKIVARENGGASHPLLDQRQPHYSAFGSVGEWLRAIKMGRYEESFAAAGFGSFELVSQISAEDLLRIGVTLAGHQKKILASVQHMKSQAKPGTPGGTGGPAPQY
S1P2 agonist: agonists of human S1P2 receptor. O95136. S1P2-expressing cell line, agonist reporter read-out. activation, % at 4.5 µM. 0.46% of 97,000 active. AID 729; in the data active = activation above about 16%;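 also: 0% = vehicle low control and 100% = maximal reference agonist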
FAK inh: inhibitors of human focal adhesion kinase; Q05397; biochemical FAK kinase activity assay; inhibition, %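 (tested at 7 µM)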; 0.84% of 97,000 active; AID 727; in the data active = inhibition above about 19%;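 also: 0% = DMSO and 100% = reference compound high control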
LYP inh 2: blocks human PTPN22 phosphatase activity. Q9Y2R2. recombinant LYP catalytic domain, DiFMUP fluorescence. inhibition, % at 2 µM. 0.21% of 96,000 active. AID 640;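 active = inhibition at 2 µM at or above a set limit, the screen mean plus 3 SD, cut at about 24% in these data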;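 also: 0% = DMSO with enzyme and 100% = enzyme fully blocked by orthovanadate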
Active calls of the source: *; x = no result given. Rule as the data show it, unless noted: active = inhibition above about 30%; inactive = the rest.

No.	structure	HIV Rev-RRE inh	PTPN22 act	PostGolgi yeast	S1P2 blocker	PostGolgi ctrl
1	COC(=O)N/N=C\C=C\c1ccc2c(c1)OCO2	7	-7	-2	0	0
2	COc1ccc(NC(=O)Cn2nnc(-c3ccc(CN4CCOCC4)cc3)n2)c(OC)c1	-2	-3	-4	-15	2
3	CCOC(=O)c1ccc2c(c1)N(CC(=O)N1CCCC1)C(=O)C(C)(C)O2	4	4	0	14	9
4	O=C(CCCCn1c(=O)[nH]c2ccccc2c1=O)NCCC1=CCCCC1	10	-10	-2	23	1
5	Nc1nnc(SCc2coc(-c3ccc(Cl)cc3)n2)s1	-2	4	-3	13	4
6	Cc1ccc(/C=c2\sc3nc(-c4cccs4)nn3c2=O)o1	12	-11	1	16	6
7	CC(=O)C1=C(C)Nc2ncnn2C1c1ccccc1Cl (stereo not drawn)	3	2	12	-3	16
8	CCOC(=O)c1c(NC(=O)CSc2nnc(Cc3ccccc3)o2)sc(C(C)=O)c1C	-3	-16	1	12	10
9	O=C(Nc1ccnc(-c2cccnc2)n1)c1cccc(Cl)c1Cl	1	-12	1	-7	14
10	O=C(CSc1n[nH]c(-c2cccs2)n1)NCc1cccs1	5	-3	-2	19	0
11	COC(C(=O)Nc1ccc(F)cc1)c1ccccc1 (stereo not drawn)	4	-4	x	-7	x
12	Cc1ccc(OC(=O)c2ccccc2C(=O)OCC(F)(F)C(F)F)cc1	22	3	-10	3	5
13	Cc1ccc(S(=O)(=O)N=C2SCCCS2)cc1	6	2	-2	1	-6
14	O=C1NCCN1Cc1cccc(Cl)c1	4	-11	17	-12	1
15	CC12CCC(C(=O)NCCCN3CCOCC3)(OC1=O)C2(C)C (stereo not drawn)	7	-8	-5	25	0

No.	EphB4 antag	S1P2 agonist	FAK inh	LYP inh 2
1	10	-10	3	9
2	-12	-5	6	2
3	-6	-4	-3	-6
4	10	-4	2	11
5	2	-1	-2	-9
6	8	-6	15	8
7	0	-7	5	-6
8	0	-5	2	15
9	0	2	15	14
10	1	-3	5	3
11	12	-7	3	3
12	4	-6	1	-3
13	3	-3	3	-3
14	-4	-7	-3	9
15	6	-8	3	6

Next structures follow:
No.	structure	HIV Rev-RRE inh	PTPN22 act	PostGolgi yeast	S1P2 blocker	PostGolgi ctrl
16	CCOC(=O)NCc1ccc(S(=O)(=O)Nc2ccccc2C)cc1	-4	-2	-5	19	7
17	COc1cc(C2C(C#N)=C(N)Oc3cc(O)ccc32)cc(OC)c1OC (stereo not drawn)	4	10	-12	-24	0
18	Cc1sc2ncn3cnnc3c2c1C	5	3	-5	12	7
19	O=C(NNc1cccc(Cl)n1)Nc1ccc(Cl)cc1	3	10	-9	-2	11
20	O=C(O)c1cccnc1SC1CC(=O)N(CCc2ccccc2)C1=O (stereo not drawn)	3	4	-5	4	10
21	CCCCn1c(=O)n(C)c(=O)c2c(C(F)(F)F)cc(-c3ccncc3)nc21	1	5	14	-22	16
22	COCCOC(=O)C1=C(C)NC(=O)N(C(C)=O)C1c1ccc(Cl)cc1 (stereo not drawn)	7	5	7	14	1
23	COc1ccc(-n2nc(C(=O)NCC(=O)N3CCN(c4ccccn4)CC3)c3ccccc3c2=O)cc1	7	-1	1	11	10
24	O=C(NCC(=O)N(Cc1ccccc1)C(C(=O)NC1CCCC1)c1ccncc1)c1ccco1 (stereo not drawn)	3	0	x	-17	x
25	Cc1ccc(C(=O)Nc2c(-c3cccs3)c(=O)c3ccccc3n2C)cc1	-1	6	-11	4	1
26	COC(=O)c1[nH]c2cc(OC)ccc2c1NC(=O)CN1CCOCC1	6	0	-2	5	3
27	COc1ccc(C2N(c3cccc(Cl)c3)C(=O)C3CCCN32)cc1 (stereo not drawn)	0	-9	-1	-6	3
28	Cc1cc[n+](-c2nc([O-])n(-c3ccccc3)c2C=O)cc1	5	-1	x	1	x
29	CC(C)c1ccc(C2CC(=O)N3CN(Cc4ccco4)CSC3=C2C#N)cc1 (stereo not drawn)	4	4	6	23	-1
30	COc1ccc(CCNS(=O)(=O)c2ccc3oc(C(=O)O)c(C)c3c2)cc1OC	4	-4	-1	-6	1

No.	EphB4 antag	S1P2 agonist	FAK inh	LYP inh 2
16	-5	-1	-1	2
17	-5	-2	0	-6
18	7	-10	9	-3
19	2	-3	-3	-6
20	-1	-3	3	-3
21	-13	0	1	-8
22	4	-8	8	-6
23	2	-1	9	-2
24	-4	-4	1	0
25	-4	-6	2	-6
26	1	-10	5	4
27	4	-2	4	9
28	3	-4	-1	1
29	6	-8	-4	-6
30	6	-11	2	8

More records.
No.	structure	HIV Rev-RRE inh	PTPN22 act	PostGolgi yeast	S1P2 blocker	PostGolgi ctrl
31	O=C(c1ccccc1)N1CCN(C(=O)c2ccc(OC(F)(F)F)cc2)CC1	-4	0	-1	-21	0
32	COC(=O)C1CCN(C(=O)CSc2nnc(-c3ccncc3)o2)CC1	6	-12	-7	-4	11
33	Cc1nc2ccccc2n1/N=C/c1ccc([N+](=O)[O-])o1	6	10	x	26	x
34	COC(=O)c1sccc1NC(=O)CN(C)NS(=O)(=O)c1ccc(Cl)cc1	3	2	-5	11	-1
35	CN(C)S(=O)(=O)N1CCN(C(=O)N2CCOCC2)CC1	10	-4	-1	-12	-2
36	Nc1nonc1C(=O)NCCNCc1ccccc1OCc1ccc(F)cc1	-3	-2	2	6	3
37	O=C(CSc1nc(-c2ccco2)cc(C(F)(F)F)n1)Nc1ccc2c(c1)OCO2	16	3	x	-24	x
38	CN(C)C(=S)NCc1ccccc1	11	4	-6	14	12
39	Cc1ccc(NCc2nnc(SCC(=O)c3ccc4c(c3)OCCO4)o2)c(C)c1	-1	-1	-7	-2	-11
40	CCc1nnc(NC(=O)CSc2ncnc3c2oc2ccccc23)s1	-2	-9	5	-8	-5
41	CCN1C(=O)C(Cc2nc3ccccc3c(=O)n2-c2ccccc2)c2ccccc21 (stereo not drawn)	4	-1	4	18	17
42	CCCCOc1ccc(-c2nc(SCC(N)=O)n[nH]2)cc1	6	-10	-4	8	-1
43	CCc1ccc(NC(=O)CSc2nc3cc(C(=O)OC)ccc3c(=O)n2CC2CCCO2)cc1 (stereo not drawn)	1	-7	3	-17	-1
44	CC(C)c1[nH]nc2c1C(c1cccc(OC(=O)N3CCOCC3)c1)C(C#N)=C(N)O2 (stereo not drawn)	0	6	-7	-13	1
45	CCCc1nc2ccccc2c(=O)n1/N=C/c1ccc(O)c(O)c1	3	-13	0	-1	7

No.	EphB4 antag	S1P2 agonist	FAK inh	LYP inh 2
31	-3	-5	2	-2
32	7	-2	-2	8
33	-14	-6	-11	-7
34	-7	-4	2	2
35	1	-1	-3	6
36	-3	-7	-8	5
37	1	0	2	-4
38	7	-11	-1	-1
39	-13	-7	1	-3
40	-5	-1	7	8
41	6	-4	-2	3
42	6	-8	11	13
43	10	-5	5	8
44	-8	-8	0	-1
45	5	-5	-1	13

Gathered by group, those above with a CF3 group
No.	structure	HIV Rev-RRE inh	PTPN22 act	PostGolgi yeast	S1P2 blocker	PostGolgi ctrl
21	CCCCn1c(=O)n(C)c(=O)c2c(C(F)(F)F)cc(-c3ccncc3)nc21	1	5	14	-22	16
31	O=C(c1ccccc1)N1CCN(C(=O)c2ccc(OC(F)(F)F)cc2)CC1	-4	0	-1	-21	0
37	O=C(CSc1nc(-c2ccco2)cc(C(F)(F)F)n1)Nc1ccc2c(c1)OCO2	16	3	x	-24	x

No.	EphB4 antag	S1P2 agonist	FAK inh	LYP inh 2
21	-13	0	1	-8
31	-3	-5	2	-2
37	1	0	2	-4

Next part.
No.	structure	HIV Rev-RRE inh	PTPN22 act	PostGolgi yeast	S1P2 blocker	PostGolgi ctrl
46	Cn1c(C(=O)NCCc2c[nH]c3ccccc23)cc2sccc21	-2	-7	-2	9	12
47	O=C(CN1C(=O)c2ccccc2S1(=O)=O)N1CCN(c2ccccc2)CC1	3	4	6	1	4
48	Cc1ccccc1NC(=S)Nc1cccc([N+](=O)[O-])c1	7	4	-3	4	-1
49	Cc1sc(NC(=O)c2cccs2)nc1-c1ccccc1	10	9	-4	-3	16
50	CCN(CC)S(=O)(=O)c1ccc(-c2nnc(SCC(=O)Nc3nnc(C)s3)n2CC)cc1	7	-9	1	-2	3
51	CC(=O)Nc1ccc(OC(=O)c2cccnc2)cc1	5	1	-1	18	-9
52	Cc1ccc(S(=O)(=O)N(CCO)Cc2cc3ccc(C)c(C)c3[nH]c2=O)cc1	4	8	-6	13	11
53	CCCCOc1ccc(S(=O)(=O)Nc2ccc(NC(C)=O)cc2)cc1	13	0	x	-7	x
54	COc1cc(OC)cc(-c2cc3nc(C)c(CCC(=O)O)c(=O)n3[nH]2)c1	1	49*	5	-6	11
55	CCOC(=O)c1c(NCc2ccc3c(c2)OCO3)c2ccccc2[nH]c1=O	5	8	0	2	1
56	CCOCCCNC(=O)c1ccccc1SC	-3	-7	2	-9	3
57	COC(=O)c1sccc1NC(=S)N1CCCCC1	-9	-2	-4	1	-1
58	O=C(OCC(=O)N1CCN(C(=O)COC(=O)c2ccncc2)CC1)c1ccncc1	8	10	-1	-24	3
59	COc1cccc(C2CC(c3ccccc3Cl)Nc3nc(N)nn32)c1 (stereo not drawn)	8	-3	x	-12	x
60	O=C(Nc1ccccc1C(=O)NCc1ccco1)c1ccco1	2	4	-4	2	9
61	CCCCOc1ccc(C2OC34CCCCC3C(C#N)(C#N)C2(C#N)C(=N)O4)cc1 (stereo not drawn)	29	-2	-1	-14	8
62	COc1ccc(-n2c(Cc3cccn3C)nnc2SCC(=O)Nc2cccc(NC(C)=O)c2)cc1	10	4	6	9	-3
63	CCN(CC)CCNC(=O)c1cc2c(=O)n(C)c3ccccc3c2n1C	0	-14	4	-5	-4

No.	EphB4 antag	S1P2 agonist	FAK inh	LYP inh 2
46	-1	-4	1	3
47	3	-5	0	-5
48	1	-3	-3	-5
49	5	-3	1	-10
50	10	-4	-2	6
51	-2	-4	2	3
52	-2	-10	-1	-9
53	-2	-1	4	-3
54	-3	-3	-5	-53
55	-2	-5	4	-5
56	3	-3	-8	4
57	6	-6	-1	4
58	1	-3	0	-11
59	5	-8	-2	4
60	-1	-3	3	-7
61	1	2	0	2
62	6	-3	0	-7
63	6	-7	1	11

Sorted by number of heavy atoms (smallest number first): 7 of the compounds above.
No.	structure	HIV Rev-RRE inh	PTPN22 act	PostGolgi yeast	S1P2 blocker	PostGolgi ctrl
56	CCOCCCNC(=O)c1ccccc1SC	-3	-7	2	-9	3
32	COC(=O)C1CCN(C(=O)CSc2nnc(-c3ccncc3)o2)CC1	6	-12	-7	-4	11
12	Cc1ccc(OC(=O)c2ccccc2C(=O)OCC(F)(F)C(F)F)cc1	22	3	-10	3	5
36	Nc1nonc1C(=O)NCCNCc1ccccc1OCc1ccc(F)cc1	-3	-2	2	6	3
30	COc1ccc(CCNS(=O)(=O)c2ccc3oc(C(=O)O)c(C)c3c2)cc1OC	4	-4	-1	-6	1
44	CC(C)c1[nH]nc2c1C(c1cccc(OC(=O)N3CCOCC3)c1)C(C#N)=C(N)O2 (stereo not drawn)	0	6	-7	-13	1
62	COc1ccc(-n2c(Cc3cccn3C)nnc2SCC(=O)Nc2cccc(NC(C)=O)c2)cc1	10	4	6	9	-3

No.	EphB4 antag	S1P2 agonist	FAK inh	LYP inh 2
56	3	-3	-8	4
32	7	-2	-2	8
12	4	-6	1	-3
36	-3	-7	-8	5
30	6	-11	2	8
44	-8	-8	0	-1
62	6	-3	0	-7

Compound activity (PubChem BioAssay)
